ARNT-TACC3 inh – ARNT/TACC3 interaction disruption. Q9Y6A5. actives 0.66% (n = 390,000). AlphaScreen His-ARNT PAS-B/GST-TACC3 binding, luminescence; TACC3 fragment carries E629A point mutation. inhibition, % at 9.99 µM;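 active = mean inhibition of replicates at least 50% and at least half of replicates each reaching 50%; inconclusive = half or more replicates reach 50% but mean below 50%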;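 note: 0% = complete ARNT plus TACC3 wells and 100% = ARNT alone without TACC3; many hits fall short of the cut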
F508del corr – CFTR F508del correction in bronchial cells. CFBE cells, YFP halide quenching; stimulated with forskolin plus potentiator P3; % fluorescence drop versus neutral controls. activity (quench increase), % at 7.58 µM. actives 0.36% (n = 350,000). AID 720511;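 active = mean added fluorescence quench of at least 8% versus neutral control, with both replicates also reaching 8%; inconclusive = only one of the mean or replicate conditions met; inactive = mean below 8% and not both replicates reaching 8%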;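 note: cells transiently co-express mutant CFTR-F508del with the halide-sensitive YFP; corrector assay measuring rescue of mutant channel to the surface after 24 h compound exposure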
PAX8 reporter – inhibitors of PAX8 transcriptional activity in RMG-I cells | actives 1.2% (n = 360,000) | AID 652154 | inhibition, % at 12.6 µM | RMG-I TPO-luciferase reporter, SteadyGlo, 24 h;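 active = mean replicate inhibition at least 60% with every replicate also reaching 60%; inconclusive = only one of the two criteria is met; inactive = mean below 60% and not all replicates reaching 60%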;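 note: luciferase light reporting Pax8 driven TPO promoter activity; plate controls were median of neutral control wells for no effect and mitoxantrone controls for full effect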
DENV2 CPE rescue – inhibitors of DENV2 cytopathic effect; DENV2-infected cells, cytopathic effect rescue, plate reader; CPE inhibition, % at 9.99 µM; actives 1.7% (n = 350,000); in the data active = CPE inhibition above about 20%, passing the limit was not always enough; inconclusive = no clear call, values can overlap the other calls; tested in BHK-21 cells;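 note: 0% = median of neutral control wells and 100% = median of positive control wells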
Xi reactivation – X-chromosome reactivation activator; activation, % at 7.58 µM; actives 0.055% (n = 360,000); XiGFP mouse fibroblasts, % GFP-positive cells imaging, 3 d; cells co-treated with 5-aza-dC sensitizer; scaled so ellipticine positive control = 100%;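 active = mean normalized replicate activation at least 10% and every replicate at or above 10%; inconclusive = only one of the two criteria met; inactive = mean below 10% and not all replicates reach 10%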;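 note: 0% = median of on-plate neutral control wells and 100% = ellipticine 6 µM median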
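material = 68-5-11 XiGFP fibroblast line | medium = DMEM plus 5-aza-dC sensitizer | schedule = 3 days compound exposure | benchmarks = positive control ellipticine, 6 µM final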
ERp5 inh – inhibitors of human ERp5; Q15084; ERp5 insulin aggregation, absorbance 650 nm, 90 min; inhibition, % at 9.99 µM; actives 0.05% (n = 350,000);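 active = mean replicate inhibition above about 25%, with every replicate also reaching it, limit read from the data, passing the limit was not always enough; inconclusive = only one of those two criteria met; inactive = neither criterion met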
Target sequence (Q15084 whole entry, looked up): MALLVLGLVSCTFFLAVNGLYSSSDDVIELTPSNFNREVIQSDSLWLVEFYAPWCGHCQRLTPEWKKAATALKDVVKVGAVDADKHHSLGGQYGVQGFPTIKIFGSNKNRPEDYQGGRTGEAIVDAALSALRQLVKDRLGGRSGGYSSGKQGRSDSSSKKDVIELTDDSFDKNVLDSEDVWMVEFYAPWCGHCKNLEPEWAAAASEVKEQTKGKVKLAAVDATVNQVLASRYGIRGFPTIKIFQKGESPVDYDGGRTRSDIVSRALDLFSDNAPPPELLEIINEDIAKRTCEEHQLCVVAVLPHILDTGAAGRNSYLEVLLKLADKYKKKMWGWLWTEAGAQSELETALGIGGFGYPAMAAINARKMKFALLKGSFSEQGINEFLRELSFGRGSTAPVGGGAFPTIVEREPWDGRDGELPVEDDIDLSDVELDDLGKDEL
GSIS activator – primary screen for activators of insulin secretion dependent on glucose, INS-1E cells, GLuc reporter luminescence; INS-1E GLuc reporter insulin secretion, 2-3 h; activation, % at 16.6 µM; actives 0.61% (n = 370,000);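 active = lowest replicate activation of at least 40%, so every replicate reaches that level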;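 note: 0% = median of neutral control wells and 100% = median of IBMX positive control wells; some compounds called inactive have numbers as strong as hits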
EWS-Fli inh – inhibitors of EWS/Fli oncoprotein transcriptional activity | A673 NR0B1-luciferase reporter, viability-normalised | inhibition, % at 12.6 µM | actives 0.67% (n = 350,000);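 active = mean inhibition of at least 50% after viability correction, with every replicate also passing that limit; inconclusive = mean reaches 50% but only one of two replicates passes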;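 note: firefly luciferase signal divided by Alamar Blue viability fluorescence both relative to DMSO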
Active calls of the source: *; ? = inconclusive; · = not tested or not shown.

Sample of the layout, five compounds:
Abbreviations: A = ARNT-TACC3 inh; B = F508del corr; C = PAX8 reporter; D = DENV2 CPE rescue; E = Xi reactivation; F = ERp5 inh; G = GSIS activator; H = EWS-Fli inh
> C[C@H](CO)N1C[C@H](C)[C@H](CN(C)CC2CC2)Oc2c(NS(=O)(=O)c3cn(C)cn3)cccc2C1=O
  A = -3; B = 0.3; C = ·; D = -5; E = 0.1; F = -2; G = 3; H = -1

> COC(=O)Nc1ccc(OCc2ccccc2)cc1
  A = -6; B = 4.8; C = ·; D = 1; E = ·; F = 0; G = 8; H = -104

> CCOc1ccc(S(=O)(=O)NCc2ccco2)c2ccccc12
  A = -7; B = 0.1; C = ·; D = -9; E = ·; F = -3; G = -4; H = -2

> C[C@H]1CN([C@@H](C)CO)C(=O)c2cc(-c3ccccc3)cnc2O[C@H]1CN(C)C(=O)Nc1ccccc1F
  A = -5; B = 1.6; C = ·; D = -7; E = 0.2; F = 7; G = -9; H = -5

> COc1ccc([C@H]2C[C@@H](O)[C@H](n3cc(C4CC4)nn3)CN2CC2CCCCC2)cc1
  A = ·; B = 3.3; C = 21; D = 7; E = -0.1; F = -3; G = -13; H = -1

The whole of this part, previewed entries included:
Abbreviations: A = ARNT-TACC3 inh; B = F508del corr; C = PAX8 reporter; D = DENV2 CPE rescue; E = Xi reactivation; F = ERp5 inh; G = GSIS activator; H = EWS-Fli inh
> C[C@H](CO)N1C[C@H](C)[C@H](CN(C)CC2CC2)Oc2c(NS(=O)(=O)c3cn(C)cn3)cccc2C1=O
  A = -3; B = 0.3; C = ·; D = -5; E = 0.1; F = -2; G = 3; H = -1

> COC(=O)Nc1ccc(OCc2ccccc2)cc1
  A = -6; B = 4.8; C = ·; D = 1; E = ·; F = 0; G = 8; H = -104

> CCOc1ccc(S(=O)(=O)NCc2ccco2)c2ccccc12
  A = -7; B = 0.1; C = ·; D = -9; E = ·; F = -3; G = -4; H = -2

> C[C@H]1CN([C@@H](C)CO)C(=O)c2cc(-c3ccccc3)cnc2O[C@H]1CN(C)C(=O)Nc1ccccc1F
  A = -5; B = 1.6; C = ·; D = -7; E = 0.2; F = 7; G = -9; H = -5

> COc1ccc([C@H]2C[C@@H](O)[C@H](n3cc(C4CC4)nn3)CN2CC2CCCCC2)cc1
  A = ·; B = 3.3; C = 21; D = 7; E = -0.1; F = -3; G = -13; H = -1

> CCCCn1c(SCC(=O)N2CCCc3ccccc32)nc2c1c(=O)n(C)c(=O)n2C
  A = -3; B = 1.4; C = ·; D = 8; E = ·; F = -3; G = ·; H = 3

> COc1cccc(NC(=O)N[C@H]2C=C[C@@H](CC(=O)N3CCN(C)CC3)O[C@@H]2CO)c1
  A = -3; B = 0.8; C = -20; D = 13; E = -0.1; F = 0; G = 10; H = -19

> O=C(Nc1ccc(S(=O)(=O)Nc2nccs2)cc1)c1cc(-c2ccncc2)nc2ccccc12
  A = -2; B = 0.4; C = 1; D = 0; E = 0.0; F = 5; G = 15; H = -5

> NC(=O)C1CCN(C(=O)c2ccc(Oc3ccccc3)cc2)CC1
  A = -21; B = 2.3; C = ·; D = -2; E = ·; F = -2; G = ·; H = -7

> Cc1occc1C(=O)N/N=C/C=C\c1ccccc1[N+](=O)[O-]
  A = ·; B = -1.5; C = -47; D = ·; E = 0.0; F = -4; G = -6; H = -28

> O=C1CC(NNC(=O)c2cccc(F)c2)C(=O)N1 (configuration not stated)
  A = 0; B = -2.8; C = 3; D = -3; E = -0.1; F = -1; G = 4; H = 7

> O=C(C[C@@H]1C[C@H]2c3cc(NS(=O)(=O)c4ccc(F)cc4)ccc3O[C@H]2[C@@H](CO)O1)NCc1ccccn1
  A = 5; B = -0.8; C = -2; D = -5; E = 0.8; F = 0; G = -11; H = -12

> Cc1ccc(S(=O)(=O)NCc2ccc(C(=O)N3CCCC3)cc2)cc1
  A = 0; B = ·; C = 13; D = ·; E = 0.0; F = ·; G = 13; H = ·

> CNC(=O)c1cc2cc(Cc3ccccc3Cl)ccc2oc1=O
  A = -6; B = -4.3; C = -34; D = -4; E = -0.1; F = -5; G = 2; H = -80

> O=C(C1CCOCC1)N1CC(=O)N2[C@H](CO)[C@@H](c3ccc(-c4cccnc4)cc3)[C@H]2C1
  A = ·; B = 0.6; C = ·; D = -4; E = 0.0; F = 2; G = 4; H = -1

> Cc1cc(C(=O)CSc2nnc(N)s2)c(C)n1Cc1ccco1
  A = 6; B = 5.2; C = -32; D = 8; E = 0.2; F = -10; G = 15; H = -69

> COc1cccc(-c2cc3nc(-c4ccccc4)cc(N4CCC5(CC4)OCCO5)n3n2)c1
  A = -61; B = -1.0; C = ·; D = ·; E = ·; F = 5; G = 2; H = 17

> Cc1ccccc1N(CC(=O)NC1CCCCC1)C(=O)CCC(=O)Nc1nccs1
  A = ·; B = 1.6; C = 7; D = 0; E = -0.1; F = -2; G = -16; H = -8

> O=C(c1ccccc1F)N1CCN(S(=O)(=O)c2ccc(S(=O)(=O)N3CCCCCC3)cc2)CC1
  A = 3; B = 2.0; C = -7; D = -6; E = 0.9; F = 1; G = 28; H = 5

> CS(=O)(=O)c1ccc(Cl)c(NC(=O)COC(=O)CCc2c[nH]c3ccccc23)c1
  A = 27; B = 0.2; C = 2; D = -6; E = 0.6; F = -3; G = 9; H = 4

> NS(=O)(=O)c1ccc(N2N=C(c3ccccc3)CC2c2cccc(F)c2)cc1 (configuration not stated)
  A = -17; B = 4.0; C = 32; D = 12; E = 0.1; F = -2; G = -6; H = 10

> CCOc1ccc(-n2c(Cc3cc(=O)[nH]c(=O)[nH]3)nnc2SCC(=O)NC2CCCC2)cc1
  A = -5; B = 1.9; C = 5; D = ?; E = 0.0; F = -4; G = -9; H = 0

> CC(=O)Nc1ccc(N(CC(=O)NC2CCCC2)C(=O)CCC(=O)Nc2cc(C)on2)cc1
  A = -2; B = 0.2; C = 12; D = -3; E = 0.5; F = -1; G = 10; H = 3

> OC[C@H]1[C@H](c2ccc(C#Cc3ccccc3)cc2)[C@@H]2CN(Cc3cncnc3)CCCCN12
  A = 18; B = -2.2; C = 5; D = 0; E = 0.1; F = 11; G = -3; H = -20

> C=CCN1C=C2C(=O)C(C)(OC(=O)CC)C(=O)C=C2C=C1CCCC (configuration not stated)
  A = 7; B = -1.2; C = 16; D = 3; E = -0.3; F = -5; G = -1; H = -1

Record cards, as listed above.
NC(=O)C1CCN(C(=O)c2ccc(Oc3ccccc3)cc2)CC1 in the list: ARNT-TACC3 inh: -21; F508del corr: 2.3; PAX8 reporter: ·; DENV2 CPE rescue: -2; Xi reactivation: ·; ERp5 inh: -2; GSIS activator: ·; EWS-Fli inh: -7
NS(=O)(=O)c1ccc(N2N=C(c3ccccc3)CC2c2cccc(F)c2)cc1 (configuration not stated) in the list: ARNT-TACC3 inh: -17; F508del corr: 4.0; PAX8 reporter: 32; DENV2 CPE rescue: 12; Xi reactivation: 0.1; ERp5 inh: -2; GSIS activator: -6; EWS-Fli inh: 10

More structures.
Abbreviations: A = ARNT-TACC3 inh; B = F508del corr; C = PAX8 reporter; D = DENV2 CPE rescue; E = Xi reactivation; F = ERp5 inh; G = GSIS activator; H = EWS-Fli inh
> COc1cc(CCC(=O)OCC(=O)Nc2ccc(C)cc2Br)cc(OC)c1OC
  A = -4; B = -2.0; C = 2; D = -3; E = 0.5; F = -2; G = 0; H = 1

> Cc1ccc(N2CC(C(=O)N3CCC(C(=O)Nc4cccc(Br)c4)CC3)CC2=O)cc1 (configuration not stated)
  A = 19; B = 2.6; C = 18; D = 7; E = 0.0; F = 0; G = -34; H = 8

> COc1cc(OC)cc(C(=O)N2CCN(c3ccc(N4CCOCC4)nn3)CC2)c1
  A = -14; B = -0.6; C = -1; D = 1; E = 0.0; F = -2; G = -3; H = 0

> C[C@@H]1CN([C@H](C)CO)C(=O)c2cc(/C=C/c3ccccc3)cnc2O[C@@H]1CN(C)C(=O)Cc1ccccn1
  A = -5; B = 1.2; C = -10; D = 22; E = 0.0; F = -2; G = -9; H = -8

> O=C(NCCCn1ccnc1)/C(=C\c1ccco1)NC(=O)c1ccco1
  A = 57*; B = 0.8; C = -1; D = 4; E = 0.2; F = 1; G = 3; H = -13

> COc1ccc(NC(=O)CC2Oc3ccccc3NC2=O)c(OC)c1 (configuration not stated)
  A = -4; B = 2.7; C = 8; D = -3; E = 0.0; F = 1; G = -8; H = 13

> O=C1CCCC/C=C\C[C@H](CC(=O)N(CCO)Cc2ccccc2)C(=O)NC[C@H](c2ccccc2)O1
  A = 1; B = 0.6; C = -19; D = 130*; E = 0.2; F = -3; G = -15; H = -4

> CCc1ccccc1Nc1nc(N)nc(CSc2nnc3ccccn23)n1
  A = 6; B = -0.7; C = 18; D = ·; E = -0.1; F = 0; G = 19; H = 5

> CCCNC(=O)N1[C@@H](CO)[C@H](c2ccccc2)[C@@H]1CNC(C)=O
  A = -2; B = -0.6; C = 0; D = -3; E = 0.1; F = 6; G = 8; H = -3

> NS(=O)(=O)c1ccc(CCNC(=O)CSc2nc3ccsc3c(=O)n2C2CC2)cc1
  A = ·; B = ·; C = -7; D = 6; E = 0.0; F = -7; G = 18; H = 0

> CN(CCN(C)C(=O)c1[nH]cnc1C(=O)Nc1ccccc1)C(=O)c1[nH]cnc1C(=O)Nc1ccccc1
  A = -17; B = -1.9; C = 16; D = -15; E = 0.0; F = 5; G = ·; H = -8

> CC(NCc1cccc(S(=O)(=O)N(C)C)c1)c1ccc(F)cc1 (configuration not stated)
  A = -2; B = 2.5; C = -15; D = 6; E = 0.0; F = 1; G = 47; H = 6

> Cc1cc(C)cc(NC(=O)CSc2ncc(S(=O)(=O)c3ccccc3)c(=O)[nH]2)c1
  A = ·; B = ·; C = 13; D = -4; E = 0.1; F = 3; G = ·; H = -1

> COc1cccc(OCc2cc(C(=O)N(Cc3ccccc3)CC3CC3)no2)c1
  A = -19; B = 2.2; C = 13; D = -7; E = 0.0; F = 4; G = -10; H = 21

> O=C(NNS(=O)(=O)c1ccccc1)c1ccc(F)cc1
  A = -4; B = -3.1; C = 18; D = 3; E = 0.1; F = 4; G = -5; H = 8

> CC(C)C(=O)Nc1ccc2c(c1)C(=O)N(C)[C@@H]1CC[C@H](CC(=O)NCC3CC3)O[C@@H]1CO2
  A = 2; B = -2.8; C = -5; D = 9; E = 0.1; F = -4; G = 6; H = 2

> CC(C)N1CCC(NC(=O)Nc2ccc3c(c2)OCO3)CC1
  A = ·; B = -1.4; C = -24; D = -11; E = 0.2; F = 0; G = -8; H = -23

> CCN(CC(=O)Nc1c(F)cccc1F)C(=O)/C=C/c1ccc(S(=O)(=O)N2CCCCCC2)cc1
  A = -2; B = -0.8; C = 10; D = 8; E = 0.5; F = 1; G = -10; H = 21

> COc1ccc(NC(=O)Nc2ccc3c(c2)C(=O)N([C@H](C)CO)C[C@@H](C)[C@@H](CN(C)C)O3)cc1
  A = -5; B = -1.5; C = 4; D = 11; E = -0.7; F = -3; G = 28; H = 5

> O=C1[C@H]2[C@@H](c3ccc(F)cc3)N3C(=O)N(c4cccc(F)c4)C(=O)[C@@]3(Cc3ccc(Cl)cc3)[C@H]2C(=O)N1C1CCCCC1
  A = -4; B = 0.7; C = -29; D = 24*; E = -0.3; F = 0; G = 8; H = 9

> CSc1ccc(C(=O)NCC2CCN(C(=O)C(=O)c3cc4ccccc4o3)CC2)cc1
  A = ·; B = 3.2; C = -8; D = 5; E = 0.1; F = -6; G = -12; H = 13

Assay outcomes (PubChem BioAssay)
